Compound activity as filed in PubChem BioAssay.
hgDAF-12 ag: hgDAF-12 agonism, primary luciferase screen; 370,000 compounds, 1.8% hits; HEK293 GAL4-hgDAF12 UAS-luciferase reporter, agonist luminescence; normalized to butyrate control; activation, % at 6.8 µM; AID 687014;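 active = activation above a cutoff set at the mean of all screened compounds plus 3 SD, cut at about 10% in these data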;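 note: 0% = DMSO wells and 100% = sodium butyrate wells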
NPR2 activator: GC-B (human) receptor activation. AID 1920062. 370,000 compounds, 0.11% hits. HEK293-GC-B cells, CNP EC30, cGMP TR-FRET; 0% at EC30 CNP, 100% saturating CNP. activation, % at 10 µM;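 active = activation at 10 µM reaching about 35% in either raw or pattern-adjusted values, limit read from the data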
DAX1 inh-1: blocks DAX1 repression of SF-1 activated StAR promoter; AID 652010; 370,000 compounds, 1.1% hits; inhibition, % at 6.8 µM; HEK293T StAR-luciferase reporter, SF-1/DAX-1 repression relief;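 active = inhibition above the mean over all tested compounds plus 3 SD, cut at about 3.6% in these data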;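 note: 0% = DAX-1 cells with DMSO and 100% = cells lacking DAX-1 with DMSO; higher inhibition means more luminescence from relief of DAX-1 repression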
ssDAF12 agonist: activates DAF-12 receptor from parasite S. stercoralis. activation, % at 6.8 µM. 370,000 compounds, 1% hits. HEK293 ssDAF-12/GRIP1 lit1-tk-luc reporter, luminescence; % of 3 µM dafachronic acid response;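 active = activation above the mean over all tested compounds plus 3 SD, cut at about 0.9% in these data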;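 note: 0% = DMSO-only wells and 100% = 3 µM delta7-dafachronic acid wells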
hcDAF12 agonist: H. contortus DAF-12 activation, primary screen | AID 652067 | 370,000 compounds, 1.4% hits | HEK293 hcDAF-12 lit1-tk-luc reporter, luminescence; 0% DMSO, 100% Δ7-dafachronic acid | activation, % at 6.8 µM;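 active = activation above the mean of all tested compounds plus 3 SD, cut at about 5.5% in these data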;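 note: 100% = response to 3 µM Δ7-dafachronic acid high control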
NPR1 activator: GC-A (human) enzyme activation. HEK293 GC-A cells, cGMP TR-FRET, EC30 ANP; 0% at EC30 ANP, 100% saturating ANP. 370,000 compounds, 0.14% hits. activation, % at 10 µM. P16066; in the data active = activation above about 40%
HGIII-sPLA2 inh: Inhibits HGIII-sPLA2 liposome hydrolysis, primary screen; 370,000 compounds, 0.56% hits; Q9NZ20; AID 743126; inhibition, % at 12.2 µM; QFRET BODIPY PC-A2 liposome hydrolysis, fluorescence;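 active = inhibition above mean plus 3 SD of compounds lying within the high and low control bounds, cut at about 19% in these data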;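 note: 0% = median of test compound wells and 100% = no enzyme DMSO wells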
Target sequence (Q9NZ20 whole entry, looked up): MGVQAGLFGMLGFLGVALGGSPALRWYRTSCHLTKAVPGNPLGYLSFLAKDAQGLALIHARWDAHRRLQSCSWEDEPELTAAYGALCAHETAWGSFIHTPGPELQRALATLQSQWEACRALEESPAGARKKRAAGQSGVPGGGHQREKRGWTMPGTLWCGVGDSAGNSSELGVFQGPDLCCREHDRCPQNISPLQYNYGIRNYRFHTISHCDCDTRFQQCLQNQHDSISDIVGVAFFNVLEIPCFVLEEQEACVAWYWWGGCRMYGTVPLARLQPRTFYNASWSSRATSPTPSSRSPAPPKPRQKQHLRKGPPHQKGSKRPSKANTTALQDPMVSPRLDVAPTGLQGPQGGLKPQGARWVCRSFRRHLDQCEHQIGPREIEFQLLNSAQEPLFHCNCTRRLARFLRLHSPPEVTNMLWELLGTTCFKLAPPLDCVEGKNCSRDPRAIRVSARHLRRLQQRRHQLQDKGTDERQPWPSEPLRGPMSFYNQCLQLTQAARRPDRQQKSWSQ
SMARCA2 activ: activators of SMARCA2 function. MG213 cells, MMTV-luciferase reporter, dexamethasone, overnight. activation, % at 9.1 µM. 370,000 compounds, 1% hits. AID 652017; in the data active = activation above about 7.8%;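 note: 0% = vehicle wells and 100% = reference activator wells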
proKLK7 act: proKLK7 (human) activation, primary screen; P49862; purified proKLK7, EDANS-DABCYL substrate fluorescence; 100% is mature enzyme control, 0% vehicle; activation, % at 7 µM; 370,000 compounds, 0.9% hits; AID 652039;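 active = activation above the mean of all tested compounds plus 3 SD, computed per campaign excluding outliers beyond control limits, cut at about 13% in these data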
Target sequence (P49862 whole entry, looked up): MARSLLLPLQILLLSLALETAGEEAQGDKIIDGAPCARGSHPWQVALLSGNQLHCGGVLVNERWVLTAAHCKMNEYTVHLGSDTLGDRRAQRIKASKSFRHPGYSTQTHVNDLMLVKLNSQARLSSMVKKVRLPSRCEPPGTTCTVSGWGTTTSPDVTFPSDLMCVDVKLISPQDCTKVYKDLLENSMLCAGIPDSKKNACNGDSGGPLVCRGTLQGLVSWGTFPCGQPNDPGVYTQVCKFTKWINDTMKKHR
DAX1 inh-2: inhibits human nuclear receptor DAX1. P51843. HEK293 Gal4-DAX1 luciferase reporter, luminescence. inhibition, % at 6.75 µM. 340,000 compounds, 0.99% hits. AID 504766;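 active = inhibition above the mean over all tested compounds plus 3 SD, cut at about 4.2% in these data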;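 note: 0% = DAX1-transfected cells with DMSO and 100% = empty-vector control cells with DMSO; inhibition shows as a rise in luminescence from relieved DAX1 repression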
Target sequence (P51843 207-470 limits assumed): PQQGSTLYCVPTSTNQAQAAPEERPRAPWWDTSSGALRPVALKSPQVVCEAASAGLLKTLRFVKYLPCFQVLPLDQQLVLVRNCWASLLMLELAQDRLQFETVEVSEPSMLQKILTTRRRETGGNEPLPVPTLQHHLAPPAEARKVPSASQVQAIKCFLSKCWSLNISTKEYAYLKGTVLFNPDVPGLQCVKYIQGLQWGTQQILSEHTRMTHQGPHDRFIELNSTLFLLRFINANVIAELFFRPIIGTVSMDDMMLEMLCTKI
FXN GAA850 act: increases GAA850 frataxin promoter reporter activity. HEK293 lucGAA850 FXN promoter luciferase reporter, 24 h; percent of 10 µM SAHA response. activation, % at 6 µM. 360,000 compounds, 0.56% hits. AID 540364;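 active = activation above the average of all compounds screened plus 3 SD, cutoff fixed separately per campaign, cut at about 7.5% in these data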;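 note: 0% = DMSO wells and 100% = 10 µM SAHA wells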
Starred values were filed as active, the others as inactive; / = not tested or not shown.

SMILES	hgDAF-12 ag	NPR2 activator	DAX1 inh-1	ssDAF12 agonist	hcDAF12 agonist	NPR1 activator	HGIII-sPLA2 inh	SMARCA2 activ	proKLK7 act	DAX1 inh-2	FXN GAA850 act
COc1cc(/C=N/NC(=O)c2nc(C)cc(C)n2)ccc1O	7.4	0	1.1	-0.7	0.6	-9	-1	8.9*	0.2	2.0	0.6
O=C(CSc1nnc(Cc2ccccc2)n1C1CCCCC1)N1CCOCC1	5.8	-3	-0.2	-0.5	0.8	-2	6	-5	-0.1	-0.2	3.2
COc1ccc(-n2c(Cc3cccn3C)nnc2SCC(=O)Nc2cc(C)cc(C)c2)cc1	-0.3	-4	0.1	-0.4	-1.2	-3	-29	1	-0.3	-2.5	-2.1
CCCc1c(C)nc2ccc(OC)cc2c1SCCC(=O)O	-0.1	-7	-0.3	-1.9	-2.4	0	-4	-1	-0.1	-1.8	0.6
O=C(CCCCC(=O)Nc1c(I)cc(I)c(C(=O)O)c1I)Nc1c(I)cc(I)c(C(=O)O)c1I	-1.7	1	0.3	1.9*	0.4	3	0	0	0.3	-0.7	-1.8
COC(=O)c1ccc(=O)n(CC(=O)c2ccc(Cl)cc2)c1	2.6	4	-0.4	-1.8	0.6	1	0	-2	0.0	2.4	1.6
COc1cc(OC)cc(C(=O)NCCCNC(=O)c2ccccn2)c1	-0.9	1	-0.8	-1.1	0.4	4	5	0	0.4	-0.4	2.4
COc1ccc(NC(=O)CN2CCOCC2)cc1	2.2	2	0.8	-0.9	0.3	3	3	1	0.2	-1.6	-0.1
CCN(CC)CC(C)(C)NS(=O)(=O)c1ccc(Cl)cc1	1.0	0	-0.7	-0.4	-1.4	-4	3	0	-0.6	0.0	1.8
Cc1nnc(SC(C)C(=O)NCC2CCCO2)n1-c1ccccc1 (stereo unspecified)	0.7	3	-0.3	-1.8	-1.5	2	-1	0	0.1	0.0	-2.4
COc1ccc(/C=N\NC(=O)c2c(C)nc3ccc(Br)cn23)cc1	6.2	-7	-1.3	-0.7	3.8	-5	6	1	0.3	-2.0	-1.0
COCC(=O)Nc1ccc(Nc2ccccc2)cc1	2.2	-5	0.4	-0.8	-1.7	1	4	0	-0.7	3.0	1.3
CC(=O)Nc1ccc(S(=O)(=O)N2CCC(Oc3ccc(-n4cnnn4)cc3)CC2)cc1	-0.3	-3	-0.6	-0.5	-1.6	-3	0	-4	0.0	-0.7	1.5
O=C(NC(Cc1ccccc1)C(=O)O)NC12CC3CC(CC(C3)C1)C2 (stereo unspecified)	-2.0	3	0.0	-0.8	-1.6	0	-2	-3	0.3	-0.5	0.2
C=C1CCN(c2ccc(C(=O)NCc3ccccc3)cc2[N+](=O)[O-])CC1	1.8	-5	-0.1	-1.6	-0.4	-1	-2	1	-0.7	0.9	-1.3
CCCCC[C@@H](C)N1C[C@@H](COCc2ccccc2)Oc2cc(N3CCC[C@@H]3CO)ccc2S1(=O)=O	1.4	-6	-1.5	-1.0	-1.4	-6	-3	-7	-0.1	/	/
CN1C(=O)/C(=C/c2ccc(OC(=O)c3ccco3)cc2)SC1=S	0.4	-4	-0.2	-0.4	0.5	3	-2	-1	0.9	1.3	-0.4
CCOc1ccc(C=NNC(=O)c2cccc3ccccc23)cc1OCC	1.6	-3	-0.1	-1.1	0.1	1	14	-3	0.8	0.0	2.3
CSC(=NC#N)N1CCN(c2cccc(Cl)c2)CC1	1.1	-1	-1.8	-0.9	-1.2	-7	-6	2	0.2	0.8	-1.4
CSC(=NC(C)c1ccccc1)NS(=O)(=O)c1cccs1 (stereo unspecified)	2.2	-4	-0.3	-1.2	-1.9	2	0	-3	-0.4	-1.3	1.3
Fc1cccc(F)c1[B-](F)(F)F	11*	5	1.4	-1.2	-0.5	2	17	-8	-0.1	-0.3	0.1
CCN1CCN(CCCNC(=O)C2CCN(c3nnc(-n4cccc4)s3)CC2)CC1	-2.4	3	0.5	-0.9	-2.4	4	0	-1	-0.5	0.3	3.5
COC(=O)c1ccc(CSc2nnc(NC(C)C)s2)cc1	-0.7	-4	-0.1	-1.2	-0.4	0	-5	-2	0.3	-0.7	3.4
Cc1ccc(C(=O)O)cc1NC(=O)Nc1ccc2c(c1)OCO2	7.3	-4	0.1	-0.8	-0.2	-2	-2	0	-0.3	1.6	0.9

Some of the entries above in a different format:
SMILES | hgDAF-12 ag | NPR2 activator | DAX1 inh-1 | ssDAF12 agonist | hcDAF12 agonist | NPR1 activator | HGIII-sPLA2 inh | SMARCA2 activ | proKLK7 act | DAX1 inh-2 | FXN GAA850 act
C=C1CCN(c2ccc(C(=O)NCc3ccccc3)cc2[N+](=O)[O-])CC1 | 1.8 | -5 | -0.1 | -1.6 | -0.4 | -1 | -2 | 1 | -0.7 | 0.9 | -1.3
CCCCC[C@@H](C)N1C[C@@H](COCc2ccccc2)Oc2cc(N3CCC[C@@H]3CO)ccc2S1(=O)=O | 1.4 | -6 | -1.5 | -1.0 | -1.4 | -6 | -3 | -7 | -0.1 | / | /

Continued.
SMILES	hgDAF-12 ag	NPR2 activator	DAX1 inh-1	ssDAF12 agonist	hcDAF12 agonist	NPR1 activator	HGIII-sPLA2 inh	SMARCA2 activ	proKLK7 act	DAX1 inh-2	FXN GAA850 act
COc1ccc(NC(=O)CCc2c(C)nc3nc(CNC(=O)c4cccc(F)c4)nn3c2C)cc1OC	-0.6	0	0.3	-0.8	-0.4	4	1	-1	-0.4	-1.0	0.6
Nn1c(SCc2cccc(Br)c2)nnc1-c1ccncc1	0.5	-2	0.7	-0.8	0.0	-2	1	1	-0.1	1.7	0.0
CN(Cc1cccc(F)c1)C(=O)c1cc(S(=O)(=O)N2CCOCC2)ccc1N1CCCC1	-2.0	0	-0.1	-1.7	-2.6	-1	6	6	0.7	-0.1	0.7
Cc1cc(C=O)c(C)n1-c1cc(C(F)(F)F)ccc1N1CCOCC1	-0.2	-6	-0.5	-0.9	-2.9	-7	-4	-3	-0.9	-0.5	-0.1
O=C(Nc1ccccc1O)c1ccc(C(=O)c2ccccc2)o1	8.2	7	0.6	-0.5	3.1	6	-28	0	-0.8	-1.2	1.9
Cc1ccc(-c2n[nH]c(=O)c3ccccc23)cc1N	-0.2	0	0.2	-1.4	-0.7	-2	6	-8	0.2	2.9	2.3
Cc1nn(CC(=O)N2CCOCC2)c(=O)c2c1sc1ccccc12	-0.1	5	0.3	-0.8	-0.7	1	2	-1	0.5	0.6	-1.0
COC(=O)[C@H](Cc1ccc(O)cc1)NC(=O)Cn1cnc2c(NCc3ccccc3)ncnc21	-1.2	0	-0.8	-0.3	1.2	-4	-7	-2	0.0	-0.9	-0.7
C[C@@H]1CCCCO[C@@H](CN(C)C(=O)NC2CCCCC2)[C@@H](C)CN([C@H](C)CO)C(=O)c2cc(N(C)C)ccc2O1	5.0	4	0.2	-0.5	-0.7	2	7	6	-0.8	/	/
COc1ccc(NC(=O)c2ccc(F)c(F)c2)c2ccccc12	1.8	2	-0.2	-0.6	0.1	-2	-2	-2	-0.3	0.3	0.2
CCOc1cccc2sc(NC(=O)c3ccc(Br)s3)nc12	0.4	-14	0.1	-1.0	-3.0	3	-3	2	0.8	-0.8	-1.1
COc1ccc(/C=C(/NC(=O)c2ccco2)C(=O)N2CCCC2=O)cc1	2.9	-1	-0.6	-1.2	-1.0	0	3	2	0.3	-0.4	0.7
Cc1cc(C)n(-c2ccc(C(=O)Nc3sccc3C(N)=O)cc2)n1	4.8	2	2.0	-0.5	2.7	-2	4	5	1.8	0.7	4.0
Cc1cc(NCCCO)n2nc(-c3cccs3)cc2n1	0.1	-4	-1.3	-1.6	-0.8	2	4	3	2.0	2.8	0.5
CCCCn1c(N)c(N(CC(C)C)C(=O)c2cc(Br)c(Br)s2)c(=O)[nH]c1=O	-0.3	-1	0.8	-1.0	-1.2	-2	13	-1	-1.0	2.2	2.3
O=[N+]([O-])c1cccc(COc2cccc(CN3CCCC3)c2)c1	-0.7	-10	-0.6	-0.8	-0.1	-3	-3	-4	0.2	2.7	-1.5
CC(=O)c1cccc(S(=O)(=O)N2CCC(C(=O)Oc3ccc(-c4nnco4)cc3)CC2)c1	-1.7	5	-1.1	-1.3	-1.4	1	4	-5	-0.5	-1.4	0.8
CCn1nc(C)c(Br)c1-c1nc(-c2ccc(C)cc2)no1	0.5	-9	-0.2	1.0*	2.9	-5	0	-3	0.1	/	0.1
CC(C)n1nnnc1C1c2ccccc2OCC(=O)N1Cc1cccc(C(F)(F)F)c1 (stereo unspecified)	1.4	-2	0.1	-1.2	1.5	-6	3	-4	0.2	/	/
CCOCCC(=O)Nc1ccc2c(c1)c(=O)n(C)n2-c1ccccc1F	0.5	3	2.1	-1.1	0.2	5	-4	1	21*	/	-0.5
O=C(NCc1cccs1)C(=O)NCC1OCCCN1S(=O)(=O)c1ccc(F)cc1 (stereo unspecified)	1.5	0	0.8	-1.2	0.5	1	7	-3	-0.5	0.4	0.9
O=C(Nc1ccccc1Cl)c1cc(C2CCCN(C(=O)c3ccc4c(c3)CCO4)C2)on1 (stereo unspecified)	-1.0	-1	-2.5	-1.4	-3.8	0	-21	-1	-0.1	/	-0.3
COc1cc(C(=O)OC(C)C(=O)Nc2ccc3c(c2)OCO3)ccc1OCc1c(C)noc1C (stereo unspecified)	-2.3	-6	-0.6	-1.4	-0.7	-4	-3	3	-0.4	0.2	-0.3
N#CC(c1nc2ccccc2nc1OCCO)S(=O)(=O)c1ccccc1 (stereo unspecified)	-2.0	1	0.0	-1.5	-1.5	3	-13	4	0.4	1.8	1.1
Cc1ccc(/C=N/n2c(C)nnc2C)o1	0.9	1	0.3	0.5	4.0	4	2	1	0.4	4.3*	-0.8
C[C@H](O)[C@@H]1CN2CCc3c([nH]c4ccccc34)[C@@H]2C[C@@H]1N(C)C(=O)Nc1cc(Cl)cc(Cl)c1	-1.6	-12	0.8	0.0	1.2	-17	-11	2	4.3	1.4	-0.2
Cc1cccc2sc(N(CCN(C)C)C(=O)c3cc(Cl)sc3Cl)nc12	3.0	-11	-0.4	-1.6	-0.8	-32	13	1	-0.3	-0.1	0.6
CCCCn1c(SCC(=O)N2CCOCC2)nc2c1c(=O)n(C)c(=O)n2C	2.1	2	-0.1	-1.0	-0.7	1	1	-1	-0.1	-1.1	1.3
CCN(CC)C1CCN(C(=O)CCc2nnc(CCc3ccccc3)o2)C1 (stereo unspecified)	-4.3	3	0.3	-1.6	0.8	0	0	-3	0.6	0.2	2.1
CCC(C)Nc1nc(N)c([N+](=O)[O-])c(Nc2ccccc2OC)n1 (stereo unspecified)	-2.0	9	0.4	-2.2	-3.3	9	-6	0	-0.1	-1.7	4.3
COc1ccc(C)cc1S(=O)(=O)N1CC(C)OC(C)C1 (stereo unspecified)	-1.2	-2	0.3	-0.9	-1.6	3	-2	-1	-0.2	0.8	2.1
O=C(N/N=C/c1ccc2nccnc2c1)c1cccc([N+](=O)[O-])c1	4.2	-6	-1.4	-1.0	3.3	2	0	5	0.2	2.1	0.9
CCOP(=O)(OCC)/C(C#N)=C(\O)c1ccc(OC)cc1	-0.5	-3	0.3	-1.1	1.9	2	-2	2	0.4	1.8	4.2
CC1(C(=O)NS(=O)(=O)c2ccccc2C(F)(F)F)CCN1C(=O)CCc1ccccc1 (stereo unspecified)	-0.2	-1	1.6	-0.8	0.6	2	-7	-3	-0.4	/	-0.6
